Bioassay records from PubChem.
RXFP1 antag: blocks the human relaxin receptor RXFP1; Q9HBX9; actives 0.59% (n = 350,000); HEK293-RXFP1, relaxin-stimulated cAMP HTRF, 30 min; hits give low values; activity change, negative = inhibition, % at 57.5 µM;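 active = activity change of -60% or lower, but not beyond a set lower limit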; also: % is scaled to controls: 0 for no effect and ±100 for the full control effect
Target sequence (Q9HBX9 whole entry, looked up): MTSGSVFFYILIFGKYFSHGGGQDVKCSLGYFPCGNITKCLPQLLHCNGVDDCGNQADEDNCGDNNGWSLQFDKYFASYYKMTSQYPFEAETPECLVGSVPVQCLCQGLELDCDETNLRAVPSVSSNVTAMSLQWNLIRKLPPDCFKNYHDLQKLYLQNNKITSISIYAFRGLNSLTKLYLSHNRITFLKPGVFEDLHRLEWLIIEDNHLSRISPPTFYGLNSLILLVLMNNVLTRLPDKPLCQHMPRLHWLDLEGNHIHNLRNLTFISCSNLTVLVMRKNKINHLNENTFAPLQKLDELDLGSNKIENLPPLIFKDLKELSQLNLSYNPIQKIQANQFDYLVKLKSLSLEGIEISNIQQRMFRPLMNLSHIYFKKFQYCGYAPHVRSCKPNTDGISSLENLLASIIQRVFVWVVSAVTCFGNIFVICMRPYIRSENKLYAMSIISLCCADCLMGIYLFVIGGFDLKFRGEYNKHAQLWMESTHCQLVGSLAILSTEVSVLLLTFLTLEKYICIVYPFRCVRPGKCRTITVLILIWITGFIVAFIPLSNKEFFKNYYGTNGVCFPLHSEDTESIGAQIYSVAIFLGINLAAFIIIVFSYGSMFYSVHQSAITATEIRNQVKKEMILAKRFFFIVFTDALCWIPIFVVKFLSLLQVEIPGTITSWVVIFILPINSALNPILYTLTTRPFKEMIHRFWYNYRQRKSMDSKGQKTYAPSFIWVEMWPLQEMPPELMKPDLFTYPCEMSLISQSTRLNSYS
D2 agonist: activates the human D2 dopamine receptor | activation, % at 2 µM | HEK293 T-REx D2 cells, calcium flux agonist mode | actives 0.53% (n = 340,000);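 active = activation over 3 SD above normal in the single-dose calcium agonist read, cut at about 30% in these data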; also: 0% is about no effect
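Calcium-flux readout, 1 cycle/sec over 180 s following compound pin transfer, in inducible HEK293 Trex D2 cells (force-coupled); dopamine controls included. Positive calcium responses during this window marked compounds as potential agonists.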
D1 agonist: agonists of human D1 dopamine receptor | P21728 | HEK293 T-REx D1 cells, calcium flux, agonist mode | activation, % at 2 µM | actives 1% (n = 360,000); also: 0% is about no effect
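Agonism was scored from calcium flux recorded over 180 s (1 read/s) after pintool compound addition, following a 10-cycle baseline. Cells were inducible force-coupled HEK293 TREx D1, plated overnight at 30 C and loaded with no-wash calcium dye.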
D1 antagonist: antagonists of human D1 dopamine receptor; AID 504652; activity change, negative = inhibition, % at 10 µM; HEK293 TREx D1 cells, calcium flux, dopamine EC80; hits give low values; actives 3.2% (n = 360,000); P21728; in the data active = activity change below about -30%; also: % is scaled to controls: 0 for no effect and ±100 for the full control effect
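HEK293 T-REx cells expressing inducible, force-coupled D1 receptor; no-wash Ca dye, 30–90 min RT. Cmpd → 180 s read at 1 Hz → EC80 DA → 180 s read.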
D2 PAM: positively modulates the human D2 dopamine receptor allosterically; P14416; HEK293 T-REx D2, calcium flux, EC20 dopamine potentiation; potentiation, % at 10 µM; actives 0.34% (n = 340,000);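 active = potentiation over 3 SD above the plate norm, cut at about 30% in these data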; also: 0% is about no effect
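Primary screen. Calcium kinetics in induced HEK293 T-REx D2 cells: compound pre-addition 180 s, EC20 dopamine, 180 s more.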
D1 PAM: potentiators of human D1 dopamine receptor; HEK293 TREx D1 cells, calcium flux, dopamine EC20 potentiation; potentiation, % at 10 µM; actives 0.036% (n = 360,000); in the data active = potentiation above about 30%; also: 0% is about no effect
TRHR enhancer: TRH receptor (human) allosteric enhancement. P34981. TRHR cells, fluo-8 calcium fluorescence, EC20 TRH enhancement. enhancement, % at 2 µM. actives 0.66% (n = 360,000). AID 493056; in the data active = enhancement above about 30%; also: 0% is about no effect
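TRHR-expressing cells loaded with fluo-8 calcium dye were read kinetically (ex 480/em 530) during compound addition, then stimulated with an EC20 of TRH (10 nM final). Enhancement of the Gq-mediated intracellular calcium response was scored.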
D2 antagonist: antagonizes the human D2 dopamine receptor | HEK293 TREx D2 cells, calcium flux, dopamine EC80 | inhibition, % at 10 µM | actives 2% (n = 340,000) | AID 485344; in the data active = inhibition above about 30%; also: 0% is about no effect
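Measurement of antagonist activity uses fluorescent calcium dye in inducible HEK293 T-REx D2 cells: 10 s baseline, compound addition with 180 s read, EC80 dopamine addition with a further 180 s read.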
TRHR agonist: TRH receptor (human) agonism. actives 0.18% (n = 360,000). P34981. activation, % at 2 µM. TRHR cells, calcium flux fluo-8, FDSS agonist mode; also: 0% is about no effect
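Agonist-mode FDSS calcium read (Ex 480/Em 530, 1 s cycles) in 1536-well TRHR cells with fluo-8 dye, after 10-cycle baseline and 23 nL compound addition; TRH at EC20 (10 nM final) added afterwards for the enhancer phase.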
Numbers without * were called inactive; . = not tested or not shown; & = joins results of further samples. Rule as the data show it, unless noted: active = activation above about 30%; inactive = the rest.

1. CCn1c(C(C)NS(=O)(=O)c2ccc(Cl)cc2)n[nH]c1=S (configuration not stated)
2. COc1ccc(C(=O)Nc2nnc(SCC(=O)NCc3ccco3)s2)c(OC)c1
3. CCOC(=O)Cc1nc(-c2cccc(C(F)(F)F)c2)no1
4. CCOC(=O)C1=C(C)OC(N)=C(C#N)C1C1CCCCC1 (configuration not stated)
5. CN(CC(=O)Nc1ccc(Cl)cc1)C(=O)c1cccc(S(=O)(=O)N2CCN(Cc3ccccc3)CC2)c1
6. Cc1ccc(CC(=O)N2CCN(c3ccccc3F)CC2)cc1
7. Cc1ccccc1NC(=O)Cn1nnc2c(cnn2-c2ccc(F)cc2)c1=O
8. COc1ccc(N2CCN(S(=O)(=O)c3c(C)[nH]c(C)c3C(=O)N3CCCCC3)CC2)cc1
entry no.	1	2	3	4	5	6	7	8
RXFP1 antag	-6	-5	4	-15	-30	0	1	7
D2 agonist	0.0	-1.7	.	-1.4	1.5	-0.8	0.0	28
D1 agonist	-1	2	5	3	3	1	1	1
D1 antagonist	3	10	18	-5	-31*	-8	4	-3
D2 PAM	0	17	1	-5	-5	-1	-3	-14
D1 PAM	-5	-3	0	-6	-13	-6	-3	-7
TRHR enhancer	-1	4	-2	0	-7	0	-8	-7
D2 antagonist	-6	-7	.	6	25	-4	-6	10
TRHR agonist	0.2	-0.5	0.9	0.0	1.1	-0.4	0.5	0.1

9. Cn1c(CN2CCOCC2)nnc1SCc1cccc(F)c1
10. O=C(NCc1ccc(Cl)cc1)c1cc(-c2ccco2)on1
11. Cc1sc2c(c1C)c(=O)n(CCc1ccccc1)c(=O)n2Cc1ccc(F)cc1
12. CC(C)Cn1c(N)c(C(=O)COC(=O)c2cnccn2)c(=O)n(C)c1=O
13. CCCn1c(SCC(=O)N2N=C3/C(=C/c4ccc(OC)cc4)CCCC3C2c2ccc(OC)cc2)n[nH]c1=O (configuration not stated)
14. CSc1ncc(Cl)c(C(=O)Nc2cccc3ccccc23)n1
15. CN(C)C(=O)c1ccc(Nc2nc(-c3cccs3)nc3ccccc23)cc1
16. Cc1ccc(CCNc2nc3c(S(=O)(=O)c4ccccc4)nnn3c3ccsc23)cc1
entry no.	9	10	11	12	13	14	15	16
RXFP1 antag	-3	-8	-1	5	-2	0	-13	-15
D2 agonist	-0.6	0.3	0.1	0.5	6.8	-1.5	-1.0	-0.1
D1 agonist	3	6	3	-1	6	3	2	5
D1 antagonist	-4	-12	0	6	17	0	11	-4
D2 PAM	8	-3	-4	-3	-8	-8	1	3
D1 PAM	4	0	2	-3	1	-1	4	-4
TRHR enhancer	-2	-2	-7	-2	9	-17	13	1
D2 antagonist	3	-9	.	-10	3	-16	4	.
TRHR agonist	-2.0	0.4	0.4	-1.0	1.7	0.3	-0.3	-0.3

17. Cc1cc(Nc2cccc(Br)c2)n2c(nc3ccccc32)c1C#N
18. Cc1c(S(=O)(=O)NCc2ccccc2)c(=O)n(C)c(=O)n1C
19. NC(=O)CC(NC(=O)c1cccc(Br)c1)c1ccc(NC2CCC2)c([N+](=O)[O-])c1 (configuration not stated)
20. COC(=O)c1ccc(CNC(=O)COc2ccccc2Br)o1
21. Cc1cc(C(C2C(=O)CC(C)(C)CC2=O)C2C(=O)CC(C)(C)CC2=O)cc(C)c1OC(F)F
22. Cc1cc(CNC(=O)c2cc(-c3ccccc3)nc3ccccc23)nn1C
23. Cc1nn(-c2nc3ccccc3n2Cc2ccccc2)c2c1C(=O)CC(C)(C)C2
24. CCOCCCNS(=O)(=O)c1ccc(Br)cc1
entry no.	17	18	19	20	21	22	23	24
RXFP1 antag	.	8	.	4	-33	-19	-15	5
D2 agonist	-0.3	0.1	0.5	-0.1	-0.1	0.5	-0.2	1.2
D1 agonist	0	2	1	1	1	1	2	3
D1 antagonist	-4	-5	6	-9	-1	-3	-9	4
D2 PAM	5	-2	6	3	13	-8	16	-1
D1 PAM	-4	3	1	-2	0	-1	-2	-5
TRHR enhancer	0	1	3	-3	11	7	-2	7
D2 antagonist	.	2	13	8	-34	-3	-11	-6
TRHR agonist	4.3	0.1	0.0	0.2	-0.1	-0.4	0.3	-0.7

25. CC(C)(C)c1ccc(C(=O)NCCC(=O)Nc2cc(Cl)ccc2N2CCOCC2)cc1
26. O=C(Cn1nnc(-c2ccccc2Cl)n1)N1CCN(S(=O)(=O)c2ccc(Cl)cc2)CC1
27. CC(Sc1nnc(-c2ccncc2)n1C)C(=O)Nc1ccc(N2CCOCC2)cc1 (configuration not stated)
28. COc1cccc(-c2nc(-c3ccccn3)no2)c1OC
29. CCOC(=O)C1CCC(CN(Cc2ccc(OC)cc2)S(=O)(=O)c2ccc(F)c(C(=O)Nc3cc(C)ccc3C)c2)CC1 (configuration not stated)
30. CCCCC/C=C\C[C@H](O)/C=C/c1cccc(C[C@H](O)CCCCO)n1
31. COc1cc2cnc(Cl)nc2cc1OC
32. O=C(Cc1nc(=O)c2ccccc2s1)Nc1ccccc1
entry no.	25	26	27	28	29	30	31	32
RXFP1 antag	-15	0	10	-1	0	.	3	-9
D2 agonist	-1.2	0.8	0.5	2.0	0.2	-2.1	-0.6	.
D1 agonist	1	6	0	0	-1	0	1	-1
D1 antagonist	20	1	-1	13	16	11	-6	-4
D2 PAM	15	2	14	5	0	3	3	.
D1 PAM	0	3	-4	0	0	-1	-8	-1
TRHR enhancer	9	-2	5	8	-3	4	5	14
D2 antagonist	-8	-5	12	-4	.	-15	-6	.
TRHR agonist	1.5	0.8	0.2	-0.6	0.0	0.1	-0.2	0.3

33. CCc1ccc(C(=O)c2cn(CC(=O)Nc3ccc4c(c3)OCO4)c3ccc(CC)cc3c2=O)cc1
34. Cc1cc(C(=O)N/N=C/c2ccc(N3CCOCC3)cc2)c(C)o1
35. COc1cc2c(cc1OC)/C(=C/C(=O)c1ccc(F)cc1)NCC2
36. CC(O)[C@H]1CNC(=O)C(=O)N1CC1CCCCC1 (some centres not stated)
37. CCOc1ccc(C2=Nn3c(nnc3-c3ccco3)SC2)cc1
38. CCCCc1nn2c(=O)cc(COC(=O)c3ccc(NC(=O)c4cccs4)cc3)nc2s1
39. CC(=O)N1N=C(c2cccs2)CC1c1ccc(C)o1 (configuration not stated)
40. COCc1cc(C)nc(SCC(=O)c2ccc(O)c(O)c2)c1C#N
entry no.	33	34	35	36	37	38	39	40
RXFP1 antag	.	-19	-15	.	-8	6	-18	-5
D2 agonist	.	0.4	-2.5	0.6	1.1	1.5	-0.4	-0.5
D1 agonist	2	8	1	2	1	-1	1	2
D1 antagonist	-19	-12	3	-9	-31*	1	-6	-4
D2 PAM	-23	-1	-3	0	-6	.	2	4
D1 PAM	-4	-2	-9	-1	-4	1	-2	-7
TRHR enhancer	-2	-4	5	2	1	-4	-5	0
D2 antagonist	.	1	-3	-8	0	.	-7	-12
TRHR agonist	1.3	0.8	-0.9	0.3	-0.5	0.3	-0.9	0.3

D1 antagonist, hit marks shown above.
No. | structure | RXFP1 antag | D1 agonist | D1 antagonist | D2 PAM | D1 PAM | TRHR enhancer | D2 antagonist | TRHR agonist
5 | CN(CC(=O)Nc1ccc(Cl)cc1)C(=O)c1cccc(S(=O)(=O)N2CCN(Cc3ccccc3)CC2)c1 | -30 | 3 | -31* | -5 | -13 | -7 | 25 | 1.1
37 | CCOc1ccc(C2=Nn3c(nnc3-c3ccco3)SC2)cc1 | -8 | 1 | -31* | -6 | -4 | 1 | 0 | -0.5

Following part
41. Cc1nc2ccc(NC(=O)CSc3nnc(C)s3)cc2[nH]1
42. COc1cc(NC(=O)CN2C(=O)C(=O)N(C3CCCC3)C2=O)cc(OC)c1
43. O=C(Nc1nnc(C2CC2)s1)C1COc2ccccc2O1 (configuration not stated)
44. NC(=O)NOCc1ccc(Cl)cc1Cl
45. CC1CCN(c2ccccc2NC(=O)c2ccc(N3CCOCC3)c([N+](=O)[O-])c2)CC1
46. COc1ccc(N2CCN(C(=O)c3ccc4c(c3)CCN4S(=O)(=O)c3ccccc3)CC2)cc1
47. NC(=O)c1nsc(C(=O)N(c2cccc(F)c2)C(C(=O)NCC2CCCO2)c2ccc3ncccc3c2)c1N (configuration not stated)
48. CCOc1ccc(CCNC(=O)C(CC)n2nc(C)c3c(C)n(-c4ccccc4)nc3c2=O)cc1 (configuration not stated)
49. COc1ccc2[nH]cc(CCNC(=O)CCC3CCCCC3)c2c1
50. O=C(NCCCc1nc2ccccc2n1Cc1c(F)cccc1Cl)C1CCCCC1
entry no.	41	42	43	44	45	46	47	48	49	50
RXFP1 antag	-19	4	0	6	10	-13&3	-1	-27	0	.
D2 agonist	1.4	-0.8	-0.4	-0.5	0.2	0.8&1.9	-2.1	-0.8	-1.5	0.5
D1 agonist	7	2	1	1	3	3&0	6	1	-1	-2
D1 antagonist	-3	-14	-22	13	-6	-18&4	-17	-4	-43*	-2
D2 PAM	-7	-6	10	17	-6	6&-5	-7	5	5	.
D1 PAM	.	3	-4	6	-2	-6&0	-1	0	-4	0
TRHR enhancer	11	1	-1	9	-5	1&-4	6	1	-6	-6
D2 antagonist	2	6	-9	8	21	-7	14	.	7	.
TRHR agonist	0.0	0.1	0.3	0.1	-0.3	-0.1&2.4	-1.0	-0.9	-0.6	-0.7

3 of the compounds above, in markdown.
| item | SMILES | RXFP1 antag | D2 agonist | D1 agonist | D1 antagonist | D2 PAM | D1 PAM | TRHR enhancer | D2 antagonist | TRHR agonist |
| --- | --- | --- | --- | --- | --- | --- | --- | --- | --- | --- |
| 29 | CCOC(=O)C1CCC(CN(Cc2ccc(OC)cc2)S(=O)(=O)c2ccc(F)c(C(=O)Nc3cc(C)ccc3C)c2)CC1 (configuration not stated) | 0 | 0.2 | -1 | 16 | 0 | 0 | -3 | . | 0.0 |
| 30 | CCCCC/C=C\C[C@H](O)/C=C/c1cccc(C[C@H](O)CCCCO)n1 | . | -2.1 | 0 | 11 | 3 | -1 | 4 | -15 | 0.1 |
| 31 | COc1cc2cnc(Cl)nc2cc1OC | 3 | -0.6 | 1 | -6 | 3 | -8 | 5 | -6 | -0.2 |
